Source: PubChem
TDP2 inh: human TDP2 enzyme inhibitors, primary screen, biochemical, epi absorbance, recombinant enzyme | Tyrosyl-DNA phosphodiesterase 2 (Homo sapiens), O95551 | actives 0.34% (n = 370,000) | T5PNP hydrolysis, p-nitrophenol absorbance 415 nm | inhibition, % at 12.8 µM;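 active = inhibition above the mean of all tested compounds plus 3 SD, set per campaign, cut at about 25% in these data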;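 also: 0% = DMSO with enzyme and 100% = buffer with substrate but no TDP2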
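Material: recombinant human TDP2; quantity: TDP2 enzyme at 120 nM final; medium: Tris-HCl pH 7.5 with MgCl2; compound: single concentration, 12.8 µM nominal, with 1% DMSO; incubation: 2 h enzyme incubation at 37 °C; signal: epi absorbance; measure: percent inhibition; benchmarks: high control without enzyme, low control DMSO plus TDP2; repeats: singlicate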
TCR-CD3 inh: inhibitors of human TCR-CD3 interaction, primary screen, biochemical, fluorescence, TAMRA-labeled TCR probe. inhibition, % at 9.4 µM. actives 0.37% (n = 360,000). T-cell receptor (TCR); in the data active = inhibition above about 19%;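 also: recombinant mutant TCR 2C K166C tagged with TAMRA read by polarization; 0% = receptor in buffer alone and 100% = receptor with positive control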
SIAE inh: human SIAE inhibitors, primary screen, biochemical, fluorescence polarization, FP-Rh probe, 1536-well HTS; Sialate O-acetylesterase (Homo sapiens), Q9HAT2; SIAE FP-Rh probe binding; inhibition, % at 9.66 µM; actives 0.69% (n = 370,000);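 active = inhibition above a cutoff: mean of compounds within the control limits plus 3 SD of those, cut at about 17% in these data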;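 also: 0% = plate median of compound wells and 100% = probe without SIAE protein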
Target sequence (Q9HAT2 whole entry, looked up): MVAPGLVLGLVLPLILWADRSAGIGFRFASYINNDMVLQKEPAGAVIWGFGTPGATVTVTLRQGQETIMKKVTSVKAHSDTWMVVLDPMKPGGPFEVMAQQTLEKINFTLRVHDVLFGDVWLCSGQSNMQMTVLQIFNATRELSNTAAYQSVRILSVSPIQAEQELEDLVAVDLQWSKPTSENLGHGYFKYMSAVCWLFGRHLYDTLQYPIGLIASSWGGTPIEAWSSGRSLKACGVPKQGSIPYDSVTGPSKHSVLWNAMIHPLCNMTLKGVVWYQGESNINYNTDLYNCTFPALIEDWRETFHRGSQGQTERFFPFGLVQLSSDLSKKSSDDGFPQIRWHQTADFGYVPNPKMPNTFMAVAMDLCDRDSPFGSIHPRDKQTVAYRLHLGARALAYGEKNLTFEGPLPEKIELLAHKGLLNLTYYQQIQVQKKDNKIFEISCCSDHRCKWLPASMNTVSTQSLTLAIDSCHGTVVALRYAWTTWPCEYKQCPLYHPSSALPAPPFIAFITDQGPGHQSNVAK
HTRA1 inh: HTRA1 serine protease inhibitors, primary screen, biochemical, fluorescence polarization, HTS; inhibition, % at 5.96 µM; recombinant HTRA1, FP-rhodamine activity-based probe; actives 0.5% (n = 340,000); in the data active = inhibition above about 36%;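 also: 0% = enzyme with DMSO and 100% = wells lacking enzyme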
PG9 Ab binder: binders of HIV-1 gp120 antibody PG9, primary screen, biochemical, TR-FRET; HIV-1 gp120 / PG9 antibody interaction; TR-FRET gp120-PG9 antibody binding; inhibition, % at 6.7 µM; actives 0.43% (n = 360,000); in the data active = inhibition above about 8.5%
ABHD4 inh: ABHD4 inhibitors, primary screen, biochemical, fluorescence polarization, mouse | inhibition, % at 8.92 µM | (Lyso)-N-acylphosphatidylethanolamine lipase (Mus musculus), Q8VD66 | actives 0.54% (n = 370,000) | purified mABHD4, FP-Rh probe fluorescence polarization;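 active = inhibition exceeding the mean over every tested compound plus 3 SD, cut at about 30% in these data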;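 also: 0% = plate median of compound wells and 100% = S159A mutant with DMSO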
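Assay system: Wild-type mouse ABHD4 protein | Medium: HEPES pH 7.0 buffer, 150 mM NaCl, 0.01% Pluronic F-127 | Incubation: Enzyme–compound pre-incubation 45 min, then probe 60 min, both 25 °C | Technique: Fluorescence polarization with parallel and perpendicular emission, 525/598 nm | Evaluation: % inhibition of FP-Rh probe binding versus controls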
PRMT1 inh: PRMT1 methyltransferase inhibitors, primary screen, biochemical, fluorescence polarization. Protein arginine N-methyltransferase 1 (Homo sapiens), Q99873. recombinant PRMT1, activity-based probe fluorescence polarization. inhibition, % at 2.79 µM. actives 1.3% (n = 370,000). AID 652257, 2013;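 active = inhibition above about 21% made by adding two undisclosed values, limit read from the data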
UHRF1 binding: UHRF1 methylated DNA binding inhibitors, primary screen, counter-screen for MBD2 inhibitor project, biochemical, TR-FRET, human UHRF1, single concentration | inhibition, % at 4.4 µM | E3 ubiquitin-protein ligase UHRF1 (Homo sapiens), Q96T88 | UHRF1 binding to methylated oligo | actives 0.75% (n = 370,000) | AID 687016, 2013; in the data active = inhibition above about 21%;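 also: UHRF1 SRA domain binding a hemimethylated CpG hairpin DNA probe; 0% = median of test compound wells and 100% = reference inhibitor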
LEDGF integ inh: blockers of LEDGF/p75-dependent integrase strand transfer – biochemical, TR-FRET, high throughput, primary screen; inhibition, % at 3.7 µM; HIV-1 integrase (with human LEDGF/p75); TR-FRET IN-LEDGF/p75 DNA integration, Eu/Cy5; AID 743269, 2014; actives 0.64% (n = 370,000);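 active = inhibition above the screen-wide mean plus 3 SD, cut at about 13% in these data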;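 also: signal is the Cy5 over europium emission ratio at 671 and 618 nm; 0% = plate median of compound wells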
DDE Tn7 FP inh: inhibitors of Tn7 peptide binding to fibrin DD(E), primary screen, biochemical, fluorescence polarization, human fibrin, Tn7 probe. Fibrinogen beta chain (Homo sapiens), P02675. AID 720508, 2013. inhibition, % at 8.3 µM. actives 0.13% (n = 370,000). FP displacement of FITC-Tn7 peptide from fibrin DD(E); 0% = median of compound wells per plate;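 active = inhibition above the mean of compounds falling within the control limits plus 3 SD of them, cut at about 14% in these data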;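 also: 0% = plate median of compound wells and 100% = 10 µM Aha-Tn7 peptide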
Target sequence (P02675 whole entry, looked up): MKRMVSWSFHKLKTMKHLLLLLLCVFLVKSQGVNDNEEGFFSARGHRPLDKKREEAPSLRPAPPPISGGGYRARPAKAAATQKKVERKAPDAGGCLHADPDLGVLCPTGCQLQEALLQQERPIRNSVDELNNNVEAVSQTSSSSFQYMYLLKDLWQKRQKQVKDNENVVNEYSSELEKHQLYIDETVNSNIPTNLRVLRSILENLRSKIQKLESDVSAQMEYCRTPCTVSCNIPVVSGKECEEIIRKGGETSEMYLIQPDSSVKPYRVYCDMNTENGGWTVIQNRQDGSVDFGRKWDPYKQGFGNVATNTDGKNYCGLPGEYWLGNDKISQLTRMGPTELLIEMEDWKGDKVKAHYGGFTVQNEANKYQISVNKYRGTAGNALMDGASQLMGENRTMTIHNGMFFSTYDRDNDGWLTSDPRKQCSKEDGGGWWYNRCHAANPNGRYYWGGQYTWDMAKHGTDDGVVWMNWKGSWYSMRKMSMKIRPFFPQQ
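Assay system: human fibrin DD(E). Input: DD(E) 2 µM final. Medium: Tris buffer with calcium and detergent, pH 7.8. Compound dosing: single point at 8.3 µM. Timing: 10 min plus 3 h, room temperature. Technique: fluorescence polarization of the labelled Tn7 tracer. Read-out: percent inhibition. Replicates: singlicate testing.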
Active calls of the source: *; / = no result given. Outcome played no part in choosing rows, and some 4.2% of all compounds hit somewhere here.

Results follow in this order: TDP2 inh	TCR-CD3 inh	SIAE inh	HTRA1 inh	PG9 Ab binder	ABHD4 inh	PRMT1 inh	UHRF1 binding	LEDGF integ inh	DDE Tn7 FP inh
Cc1ccccc1C(=O)NC1CCN(C(=O)NCc2ccccc2)CC1
→ -12	3	-1	3	0.2	6	-5	-1	-3	-4
N/C(=N\OC(=O)c1ccccc1[N+](=O)[O-])c1ccccn1
→ -1	-4	1	-4	-1.2	1	0	-2	-2	1
CCO[C@H]1OC(C(=O)NCc2ccccc2)=C[C@@H](C2CCCCC2)[C@@H]1CCCO
→ 3	-4	0	-13	0.1	-15	1	1	-2	5
CCOC(=O)C1=C(COC(=O)/C=C/c2ccc(Cl)cc2)NC(=O)NC1C (configuration not stated)
→ 4	-9	4	5	-1.9	4	3	0	-4	-2
CCCOc1ccc(N2CC(C(=O)Nc3ccccc3F)CC2=O)cc1 (configuration not stated)
→ -4	3	2	-5	-0.5	-4	3	1	-1	0
Clc1ccc(-c2csc(N3CCc4ccccc4C3)n2)cc1
→ -3	-5	8	-8	1.4	6	3	2	-1	1
Cc1ccc(C(=O)Nc2ccccc2C(=O)N2CCCC2)cc1[N+](=O)[O-]
→ -8	5	-2	10	0.4	3	-1	0	0	-8
Cc1sc(NC(=O)CCCCC(=O)Nc2sc(C)c(C)c2C(=O)O)c(C(=O)O)c1C
→ 7	-7	2	4	0.7	3	2	-1	3	5
Cc1nc2c3c4c(sc3n3c(SCC(=O)NCc5ccco5)nnc3n2n1)COC(C)(C)C4
→ 8	3	3	-4	-1.3	-1	2	-2	-2	7
COC(=O)c1ccc2c(=O)n(CCCN3CCOCC3)c(=S)[nH]c2c1
→ 4	3	-4	-1	-1.9	-5	-4	-1	-2	-4
COc1ccc(COC(=O)C2=C(C)NC(=O)NC2c2ccc(OC)c(OC)c2)cc1 (configuration not stated)
→ 4	4	-1	-2	0.3	1	1	1	-2	-4
Cc1ccc(C(=O)N2CCN(c3ccc(C(F)(F)F)cn3)CC2)cc1
→ 0	0	2	-5	-1.4	-2	0	3	-2	0
CCOc1ccc(-n2c(SCC(=O)Nc3ccc(S(=O)(=O)Nc4cc(C)nc(C)n4)cc3)nnc2-c2ccc(C)cc2)cc1
→ 4	/	-11	/	/	-29	-2	0	2	-2
COc1ccc(CN(C(=S)Nc2ccccc2)C2CC(=O)N(c3ccc(Cl)cc3)C2=O)cc1 (configuration not stated)
→ -4	5	-23	-40	0.7	-7	-1	0	1	7
COC(=O)c1ccccc1NC(=S)N1CCN(c2ccccn2)CC1
→ 8	2	8	0	-2.5	-2	-5	-3	0	-5
O=C(N/N=C/c1ccccc1C(=O)O)c1ccccc1Br
→ 0	1	-3	-2	-1.3	-3	-5	0	4	1
Cc1cc(NC(=O)c2ccc(Br)cc2)nc(C)n1
→ 5	0	-1	-4	2.3	-1	4	2	-4	1
COC(=O)C[C@H]1C=C[C@H](NC(=O)c2ccc(F)cc2)[C@@H](CO)O1
→ -9	-6	-3	/	-0.5	-7	6	8	3	0
O=C(Nc1c(C(=O)Nc2cccc3ccccc23)cnn1-c1ccccc1)c1ccco1
→ -3	0	-9	-8	1.4	-14	1	-5	-2	3
COc1ccc(CNc2cccnc2Cl)cc1
→ 3	0	5	/	-1.0	7	-2	-2	-3	6
O=C(O)CSCNC(=O)C12CC3CC(CC(C3)C1)C2
→ 1	-8	-2	-5	2.8	0	3	5	2	0
CCN(CC(=O)Nc1ccc(OC)cc1)C(=O)Cc1ccsc1
→ -4	5	-3	8	-0.2	-2	-5	1	3	1
O=C(NCc1cccc(CNC(=O)C(=O)NCc2ccco2)c1)C(=O)NCc1ccco1
→ -6	3	-5	-11	-0.3	-5	8	11	-2	2
Cc1ccc(Cl)cc1N(CC(=O)NCc1ccc2c(c1)OCO2)S(C)(=O)=O
→ 4	7	-5	4	2.0	1	0	-1	-4	9
CCOCC(=O)N(CC)Cc1ccccc1
→ 4	1	1	10	-3.2	4	-1	2	0	-7
Cc1c(C(=O)OCC(=O)N(C)CC(=O)Nc2ccc(F)cc2)oc2ccccc12
→ 8	-3	-5	4	-0.6	-7	-2	0	1	-5
Nc1nc(SCC(=O)NC2CCCCCC2)[nH]c(=O)c1-c1ccccc1
→ 5	-9	-1	-1	0.4	6	0	-1	0	-8
COc1cc(/C=C/C(=O)NCCN2CCOCC2)cc(OC)c1OC
→ 0	12	7	-2	-0.1	2	-1	-2	2	12
CCCCNc1ccc2c(c1)OC[C@@H](Cc1ccccc1)NS2(=O)=O
→ 3	-4	5	/	-0.8	-26	6	13	-2	6
CCOC(=O)COc1cc(-n2c(=S)[nH]c3ccccc3c2=O)c(Cl)cc1Cl
→ -2	-4	-8	-16	-0.7	-7	3	-4	2	-10

Other results
Results follow in this order: TDP2 inh	TCR-CD3 inh	SIAE inh	HTRA1 inh	PG9 Ab binder	ABHD4 inh	PRMT1 inh	UHRF1 binding	LEDGF integ inh	DDE Tn7 FP inh
CC(C)OC(=O)c1cc2c(ccn2C)n1CC(=O)N1CCC(Cc2ccccc2)CC1
→ -5	7	-3	-15	0.5	14	-1	-6	-1	3
N#CCC(=O)N/N=C\c1ccc(OC/C=C/c2ccccc2)cc1
→ -6	3	2	-20	-3.0	-8	2	-3	-2	7
CC(C)c1ccc(NC(=S)Nc2cccc3ccccc23)cc1
→ 8	1	18*	-6	0.9	-1	0	-4	0	-1
CCOC(=O)c1ccccc1NC(=O)c1cn(-c2ccc(OC)cc2)c(=O)c2ccccc12
→ 3	-7	5	-1	-0.5	5	0	6	-3	1
Cn1cc(CN2CCCC(CO)C2)c(-c2ccc(Oc3ccccc3)cc2)n1 (configuration not stated)
→ 7	4	2	5	1.1	2	-3	-4	5	3
COc1ccc(Br)cc1CNC(=O)CN1C(=O)C(c2ccccc2)Oc2cccnc21 (configuration not stated)
→ -14	5	-5	-42	2.5	6	3	0	-5	-5
O=c1oc2ccc(Cl)cc2nc1/C=C(\O)c1cccs1
→ -18	10	5	3	-2.6	32*	7	-1	4	-2
NNc1ccc(S(=O)(=O)N2CCCCC2)cn1
→ 4	-3	5	0	0.1	1	0	-2	1	2
CCC(C)[C@H](NC(=O)N1CC(=O)Nc2ccccc21)C(=O)N[C@H](Cc1c[nH]c2ccccc12)C(=O)O (some centres not stated)
→ 4	-2	-1	1	-1.3	5	1	-3	-1	-2
CC1(C)C[C@H]2C3=CCC4[C@@]5(C)CC[C@H](O)[C@@](C)(CO)C5CC[C@@]4(C)[C@]3(C)C[C@@H](O)[C@@]2(CO)[C@@H](O)[C@@H]1O (some centres not stated)
→ 9	0	3	-4	-2.1	2	-5	6	1	0
Cc1ccc(C(=O)CSc2nnc(C3CC3)n2C2CC2)s1
→ 2	-2	1	1	-2.4	-5	4	2	-2	2
O=C(COc1ccc(C(=O)c2ccccc2)cc1)NCc1ccc(F)cc1
→ 3	-5	-4	-13	-1.7	-4	1	1	-1	0
CC(=O)Oc1cccc(C(=O)Nc2cccc(C(=O)Nc3ccccc3C(=O)O)c2)c1
→ 16	1	-27	-10	-2.8	-14	0	-3	3	0
COC(=O)c1ccc(S(=O)(=O)NC(C)(C)C)n1C
→ 10	2	0	2	-3.2	3	0	1	0	-6
O=C(C(=O)N1CCC(CNS(=O)(=O)c2ccc(F)cc2)CC1)c1cc2ccccc2o1
→ 4	4	4	/	-0.7	-3	-6	-4	2	9
COc1ccc(-c2cc(C(F)(F)F)nc(-n3ccnc3)n2)cc1
→ 1	-3	1	3	1.7	-4	-5	2	6	-1
CCCCC(=O)Nc1ccc(C(=O)NNC(=O)CCCOc2ccc(Cl)cc2Cl)cc1
→ 4	7	-12	-8	-3.5	-2	1	2	1	0
COC(=O)CN1C(=O)[C@H]2[C@@H](C3CC3)N3C(=O)CN(Cc4ccccn4)C(=O)[C@@]3(Cc3ccccc3)[C@H]2C1=O
→ -4	1	3	5	-0.6	2	-2	0	-1	-7
Cc1cc(C)cc(NC(=O)C2(C(=O)C3CC3)CC(c3ccccc3C(F)(F)F)=NO2)c1 (configuration not stated)
→ 5	/	-1	/	/	-11	-4	-1	-2	1
O=C1c2ccccc2C(c2nnnn2-c2ccc3c(c2)OCCO3)N1Cc1ccc2c(c1)OCO2 (configuration not stated)
→ 17	4	2	/	-0.9	3	2	-2	-1	0
C=CCN1C(=O)c2cccc3c(N4CCCCC4)ccc(c23)C1=O
→ -10	-3	-2	14	1.2	1	17	1	-1	-5
CC(C)c1ccc(S(=O)(=O)N2CCN(C(=O)c3ccco3)CC2)cc1
→ -17	4	-3	-5	-1.9	-1	-6	-1	-1	-4
Cc1ccc(C(=O)NCc2ccc(Cl)cc2)o1
→ 2	-6	6	1	2.1	5	0	0	-1	0
C=CCNC(=O)c1ccccc1Cl
→ -10	0	6	4	-1.6	-3	0	-1	3	5
NC(=O)NCCCC(=O)NCC(c1ccccc1Cl)c1c[nH]c2ccccc12 (configuration not stated)
→ -14	4	-4	8	-1.4	5	0	-3	-3	3
CC(C)NC(=O)c1cc(C(=O)c2cc(Cl)ccc2O)coc1=N
→ 9	0	-2	-6	-1.8	8	0	1	0	-4
O=C(Nc1nnc(SCC(=O)N2CCOCC2)s1)C1CC(=O)N(c2ccc(F)cc2)C1 (configuration not stated)
→ 0	0	1	5	-2.9	7	7	-1	4	-2
COCCOC(=O)C1=C(C)Nc2cc(=O)[nH]c(=O)n2C1c1cccc([N+](=O)[O-])c1 (configuration not stated)
→ 6	8	1	5	-0.2	4	-3	-3	-3	-3
